Growth percent in the NCI-60 one-dose screen (48 h, 10 µM unless noted): 100 = growth as untreated, 0 = no growth, -100 = all killed.
UO-31 = UO-31 renal cancer. 5.2% of 81,000 active. AID 1794768
NCI-H322M = NCI-H322M lung cancer. 2.7% of 80,000 active. AID 1794733
NCI-H522 = NCI-H522 lung cancer. AID 1794739. 8% of 78,000 active
NCI-H460 = NCI-H460 lung cancer; 6.8% of 82,000 active
CAKI-1 = CAKI-1 renal cancer. 4.7% of 75,000 active. AID 1794772
786-0 = 786-0 renal cancer cells. 5.1% of 81,000 active. AID 1794775
RXF 393 = RXF 393 renal cancer cells. 6.9% of 77,000 active
ACHN = ACHN renal cancer; 4.9% of 81,000 active; AID 1794771
TK-10 = TK-10 renal cancer cells; AID 1794769; 3.9% of 81,000 active
* = called active by the depositor; . = no result given; & = joins results of further samples; [ ] = remark or other dose. How the source made its calls: active means growth percent below 10; inactive means the rest.

#	Molecule	UO-31	NCI-H322M	NCI-H522	NCI-H460	CAKI-1	786-0	RXF 393	ACHN	TK-10
1	CCOC(=O)c1sc(NC(=O)c2ccc(Cl)cc2)nc1C	91	103	87	106	94	91	105	106	98
2	Cc1ccc(NC(=O)NC2CCCCC2)cc1	96	92	83	102	104	99	102	106	110
3	O=C(CCCCCCCCC(=O)N/N=C\c1cc(Cl)ccc1O)N/N=C\c1cc(Cl)ccc1O	19	41	34	7.2*	12	16	47	9.5*	46
4	O=C(CNc1ccncc1)Nc1ccccc1C(=O)O	86	104	104	107	87	101	102	94	97
5	CN(C)c1ccc(/C=N/Nc2nc(Nc3ccccc3)nc(Nc3ccc(S(N)(=O)=O)cc3)n2)cc1	85	85	80	93	109	69	65	85	120
6	CS(=O)(=O)Nc1ccc(OCc2nnc(-c3ccccc3)o2)c(F)c1	93	123	93	100	108	100	99	95	106
7	C=C1CC[C@H]2[C@@](C)(CCC3OC(c4ccc(OCc5cn(CC6OC7OC(C)(C)OC7[C@@H]6OCc6ccccc6)nn5)cc4)OC[C@]32C)[C@@H]1/C=C/C1=CCOC1=O (stereo partly drawn)	84	106	102	104	98	100	104	100	140
8	CC(=O)C(C)(NCc1ccccc1)c1ccccc1 (stereo not drawn)	109	.	98	109	.	.	.	110	.
9	O=[N+]([O-])c1ccc(/C=C/C=C/C2(CCl)OCCO2)cc1	89	109	91	109	97	90	110	110	121
10	COC(=O)/C(CCC=C(C)C)=C1\[C@@H](OC(C)=O)C[C@@]2(C)[C@H]1CC(=O)[C@H]1[C@@]3(C)CCC(N4CCCC4)[C@@H](C)[C@@H]3CC[C@@]12C (stereo partly drawn)	70	100	102	101	106	93	98	104	102
11	COc1ccc(-c2nn(-c3ccccc3)cc2/C=C/C(=O)NNC(=O)Nc2ccc(Br)cc2)cc1	68	96	68	103	84	101	.	96	113
12	COc1ccc(C2c3[nH]c4ccc(Cl)cc4c3CCN2c2oc(C)nc2C#N)cc1 (stereo not drawn)	61	80	47	23	45	66	85	48	102
13	NNC(=S)n1ccc(-c2cc3c(ccc4ccccc43)oc2=O)n1	70	92	89	95	.	104	94	101	158
14	CC(C)COC(=O)c1ccccc1	99	108	99	107	101	103	99	102	105
15	O=C(Nc1nc(-c2ccc(F)cc2)cc(-c2ccc(Cl)cc2)n1)c1cccnc1	70	93	86	94	89	86	79	98	104
16	O=C1[C@H]2Cc3c([nH]c4ccccc34)[C@@H](c3ccc(Br)cc3)N2C(=O)CN1C1CCN(Cc2ccccc2)CC1	39	67	-37*	30	45	41	43	31	64
17	O=C1NC(=S)NC1Cc1ccc(O)cc1 (stereo not drawn)	.	.	93	106	.	104	111	99	98
18	CC(C)c1ccc2c(c1)CC[C@H]1[C@](C)(CN)CCC[C@]21C	84	106	105	105	103	94	97	113	102
19	CC(C)COc1ccc(-c2nn(-c3ccccc3)cc2/C=C2\SC(=S)N(CCCCCCCCCCC(=O)O)C2=O)cc1	73	84	93	97	77	101	105	99	107
20	CC(C)(C)CC(C)(C)Nc1c(-c2ccncc2)nc2cnccn12	87	103	87	105	81	97	94	88	99
21	O=C(Nc1ccccc1-c1nc2ccccc2c(=O)[nH]1)c1cc2ccccc2[nH]1	64	84	79	93	82	98	98	87	111
22	CC1(C)C=C(O)C=C(O)C1	91	114	105	114	106	110	114	105	105
23	C[C@@H](c1ccc2c(c1)[nH]c1ccc(Cl)cc12)c1nc2ccccc2[nH]1	57	87	79	101	.	103	105	96	136
24	CCOC(=O)C(Cc1ccc(OC)c(OC)c1)C(Cc1ccc(OC)c(OC)c1)C(=O)OCC (stereo not drawn)	105	.	86	101	93	103	86	94	.
25	COc1cc2c(=O)n(CCCCl)c3c4cc5c(cc4ccc3c2cc1OC)OCO5	49	89	18	55	.	84	86	.	94

Random excerpt: two entries already listed, in no set order.
#	Molecule	UO-31	NCI-H322M	NCI-H522	NCI-H460	CAKI-1	786-0	RXF 393	ACHN	TK-10
1	CCOC(=O)c1sc(NC(=O)c2ccc(Cl)cc2)nc1C	91	103	87	106	94	91	105	106	98
11	COc1ccc(-c2nn(-c3ccccc3)cc2/C=C/C(=O)NNC(=O)Nc2ccc(Br)cc2)cc1	68	96	68	103	84	101	.	96	113

Next part
#	Molecule	UO-31	NCI-H322M	NCI-H522	NCI-H460	CAKI-1	786-0	RXF 393	ACHN	TK-10
26	C=C(c1ccccc1)[N+](=O)[O-]	93	112	86	113	105	103	116	106	97
27	Cn1c(O)c(C=NCCN=Cc2c(O)n(C)c(=O)n(C)c2=O)c(=O)n(C)c1=O	85	89	105	107	94	113	111	101	116
28	CCCCCCCCCCCCOC(=O)OCCCCCCCCCCCC	97	115	87	113	98	102	110	102	102
29	COc1cc(/C=C2\SC(N3CCCCC3)=NC2=O)ccc1OCCCOc1ccc(/C=C2\SC(N3CCCCC3)=NC2=O)cc1OC	64	109	85	99	93	118	113	93	.
30	CC(=O)OC[C@]12CC[C@@H](c3cn(Cc4ccc(Cn5cc([C@@H]6CC[C@]7(COC(C)=O)CC[C@]8(C)[C@H](CC[C@@H]9[C@@]%10(C)CC[C@H](OC(C)=O)C(C)(C)[C@@H]%10CC[C@]98C)[C@@H]67)nn5)cc4)nn3)[C@@H]1[C@H]1CC[C@@H]3[C@@]4(C)CC[C@H](OC(C)=O)C(C)(C)[C@@H]4CC[C@@]3(C)[C@]1(C)CC2	91	98	89	104	.	95	105	97	95
31	Cc1onc(-c2c(Cl)cccc2Cl)c1C(=O)Nc1ccc(Cl)c(Cl)c1Cl	.	88	77	63	45	100	98	85	88
32	O=C(C[n+]1cccc(Br)c1)c1cccc([N+](=O)[O-])c1	79	97	103	112	99	107	107	106	.
33	CCCCCCCC/C=C\CCCCCCCC(=O)OCCCCCC	92	111	104	111	96	105	104	107	112
34	COc1ccc(/C=C/C(=O)CCN2CCCCC2)cc1	81	101	41	103	101	102	104	102	97
35	CCOc1cc2c(cc1OCC)C(c1cc(Cl)ccc1O)NCC2 (stereo not drawn)	62	83	73	93	67	86	124	75	108
36	COc1ccc(-c2cc(-c3ccc(Cl)cc3)nc3nc(N)nn23)cc1	81	102	94	107	84	88	92	96	93
37	CC(=O)Nc1c(Cl)cc2c(c1Cl)Cc1ccccc1-2	69	106	.	104	86	108	104	100	115
38	COc1ccc(C23N=CC4(CCC(=O)N4c4ccccc4C2=O)O3)cc1 (stereo not drawn)	72	105	80	108	.	101	98	98	110
39	O=C1Nc2cc(-c3ccc(NC(=O)c4cccc([N+](=O)[O-])c4)cc3)ccc2/C1=C/c1ccc[nH]1	67	102	84	103	98	103	84	60	108
40	COc1ccc(-c2nc3c4cc(-c5ccc(OC)cc5)oc4ncn3n2)cc1	84	107	97	101	92	100	106	103	114
41	C(=N\Nc1nc(N/N=C/c2ccc3c(c2)OCO3)nc(N2CCOCC2)n1)/c1ccc2c(c1)OCO2	54	88	87	88	79	63	70	75	103
42	COc1ccc(C(C)=O)cc1[N+](=O)[O-]	90&89	92&105	111&90	105&108	105&100	96&100	93&108	102&108	92
43	CCC(=O)Nc1ccc(-c2nc(-c3cccc(OC)c3)c(-c3ccnc(Br)c3)[nH]2)cc1	54	67	57	49	57	41	-23*	60	90
44	O=C(O)/C(=C\c1ccc(Cl)cc1)c1ccc(Cl)cc1	78	92	82	98	71	90	79	95	106
45	CC(C)CS(=O)(=O)OCCCCOS(=O)(=O)CC(C)C	100	95	.	108	85	90	106	98	95
46	NNC1=NC(c2cccc([N+](=O)[O-])c2)c2sc3ccc(Cl)cc3c2N1 (stereo not drawn)	57	96	93	99	82	104	117	94	118
47	N#Cc1c2c([nH]c(=O)c1C#N)CCC2	89	112	106	108	85	102	106	106	118
48	COC(=O)c1ccc2nc(-c3c(-c4ccc(F)cc4)nc4sccn34)[nH]c2c1	54	90	72	104	81	101	80	93	107
49	O=C(CN1C(=O)CN(/N=C/c2ccc([N+](=O)[O-])o2)C1=O)c1ccc(Br)cc1	71	95	89	102	84	97	107	101	121
50	COc1cc(C(=O)c2c(-c3ccccc3)oc3c(OC)cccc23)cc(OC)c1OC	28	46	14	3.2*	20	9.2*	-3.4*	18	61
51	CCCCCOC(=O)c1ccc(NC(=O)CNCCC)cc1	60	86	49	102	.	84	88	.	93
52	Cc1ccc(OS(=O)(=O)c2ccc(C)cc2)cc1	84	94	87	102	100	97	120	101	92
53	C=CCn1c(SCC(=O)Nc2ccc(C(=O)/C=C/c3ccc(OC)cc3)cc2)nnc1-c1cc(-c2ccc(OC)cc2)nc2ccccc12	80	90	87	106	89	90	109	95	108
54	CC1CCC2NC(=O)C3(C2C1)C(C(=O)C1CCCCC1)C1(C(=O)NC2CCCCC21)C1CCCN13 (stereo not drawn)	53[20 µM]	97[20 µM]	60[20 µM]	86[20 µM]	.	88[20 µM]	82[20 µM]	84[20 µM]	114[20 µM]
55	N#CC1CCCCC1	86	105	101	112	99	95	96	100	113
56	Cc1cc(C)nc(NS(=O)(=O)c2ccc(N/C(N)=N/c3nccc(-c4ccco4)n3)cc2)n1	74	107	93	109	85	120	.	109	117
57	O=[N+]([O-])CC(c1ccccc1)c1c[nH]c2ccccc12 (stereo not drawn)	67	98	5.7*	53	42	70	64	71	70
58	CCOC(=O)/C(=C/c1ccc(OC)cc1)C(=O)c1ccccc1	70	103	73	79	.	98	62	92	116
59	C/C(=C\C(=O)c1ccc(Cl)cc1)c1ccc(Cl)cc1	59	85	88	100	88	108	106	98	75
60	COc1cc(/C=N/Nc2ccc(Br)cc2)cc(OC)c1OC	35	66	40	31	10	78	102	32	97
61	O=c1[nH]c(=O)n(Cc2ccc(F)cc2)c(=O)n1Cc1ccc(F)cc1	99	114	90	105	105	99	108	97	.
62	Cc1cc(C2(c3cc(C)c(O)c(Br)c3C)OS(=O)(=O)c3ccccc32)c(C)c(Br)c1O	82	103	91	107	84	101	133	115	103
63	Cc1ccc(C2CC(c3ccccc3)=NN2C(=O)c2ccc(S(C)(=O)=O)cc2)cc1 (stereo not drawn)	77	97	63	103	84	94	98	97	98
64	O=C(N/N=C\c1c[nH]c2ccccc12)N/N=C/c1c[nH]c2ccccc12	85	115	38	104	88	118	100	105	137
65	COc1cccc(-n2nc(C(=O)Nc3ccccc3)nc2-c2cc(OC)c(OC)c(OC)c2)c1	62	81	66	107	74	79	98	94	53
66	C1NNCC12CNNC2	102	110	99	115	108	109	131	106	89
67	COc1ccc2[nH]cc(-c3cc(N)n4nc(-c5cn(C)c6ccccc56)cc4n3)c2c1	-94*	-97*	-76*	-1.0*	-96*	-88*	-84*	-100*	-95*
68	O=C(c1ccccc1)c1ccc(O)cc1	80	94	90	114	106	110	105	102	111

Not a retest: 18 of the compounds above.
#	Molecule	UO-31	NCI-H322M	NCI-H522	NCI-H460	CAKI-1	786-0	RXF 393	ACHN	TK-10
50	COc1cc(C(=O)c2c(-c3ccccc3)oc3c(OC)cccc23)cc(OC)c1OC	28	46	14	3.2*	20	9.2*	-3.4*	18	61
51	CCCCCOC(=O)c1ccc(NC(=O)CNCCC)cc1	60	86	49	102	.	84	88	.	93
52	Cc1ccc(OS(=O)(=O)c2ccc(C)cc2)cc1	84	94	87	102	100	97	120	101	92
53	C=CCn1c(SCC(=O)Nc2ccc(C(=O)/C=C/c3ccc(OC)cc3)cc2)nnc1-c1cc(-c2ccc(OC)cc2)nc2ccccc12	80	90	87	106	89	90	109	95	108
54	CC1CCC2NC(=O)C3(C2C1)C(C(=O)C1CCCCC1)C1(C(=O)NC2CCCCC21)C1CCCN13 (stereo not drawn)	53[20 µM]	97[20 µM]	60[20 µM]	86[20 µM]	.	88[20 µM]	82[20 µM]	84[20 µM]	114[20 µM]
55	N#CC1CCCCC1	86	105	101	112	99	95	96	100	113
56	Cc1cc(C)nc(NS(=O)(=O)c2ccc(N/C(N)=N/c3nccc(-c4ccco4)n3)cc2)n1	74	107	93	109	85	120	.	109	117
57	O=[N+]([O-])CC(c1ccccc1)c1c[nH]c2ccccc12 (stereo not drawn)	67	98	5.7*	53	42	70	64	71	70
58	CCOC(=O)/C(=C/c1ccc(OC)cc1)C(=O)c1ccccc1	70	103	73	79	.	98	62	92	116
59	C/C(=C\C(=O)c1ccc(Cl)cc1)c1ccc(Cl)cc1	59	85	88	100	88	108	106	98	75
60	COc1cc(/C=N/Nc2ccc(Br)cc2)cc(OC)c1OC	35	66	40	31	10	78	102	32	97
61	O=c1[nH]c(=O)n(Cc2ccc(F)cc2)c(=O)n1Cc1ccc(F)cc1	99	114	90	105	105	99	108	97	.
62	Cc1cc(C2(c3cc(C)c(O)c(Br)c3C)OS(=O)(=O)c3ccccc32)c(C)c(Br)c1O	82	103	91	107	84	101	133	115	103
63	Cc1ccc(C2CC(c3ccccc3)=NN2C(=O)c2ccc(S(C)(=O)=O)cc2)cc1 (stereo not drawn)	77	97	63	103	84	94	98	97	98
64	O=C(N/N=C\c1c[nH]c2ccccc12)N/N=C/c1c[nH]c2ccccc12	85	115	38	104	88	118	100	105	137
65	COc1cccc(-n2nc(C(=O)Nc3ccccc3)nc2-c2cc(OC)c(OC)c(OC)c2)c1	62	81	66	107	74	79	98	94	53
66	C1NNCC12CNNC2	102	110	99	115	108	109	131	106	89
67	COc1ccc2[nH]cc(-c3cc(N)n4nc(-c5cn(C)c6ccccc56)cc4n3)c2c1	-94*	-97*	-76*	-1.0*	-96*	-88*	-84*	-100*	-95*

Screening results from PubChem BioAssay.
